# Compound activity: PubChem, Sanford-Burnham Center for Chemical Genomics
# NadD inh = inhibitors of S. aureus NadD, primary screen, biochemical, colorimetric, uHTS; Nicotinate-nucleotide adenylyltransferase NadD (Staphylococcus aureus N315); purified NadD enzyme, colorimetric absorbance read-out; inhibition, % at 20 µM; hit rate 0.78% among 360,000; AID 602399, 2012; in the data active = inhibition above about 26%; note: some compounds past the cut are filed as inactive
# STEP inh = STEP phosphatase inhibitors, primary screen, biochemical, fluorescence intensity, uHTS. inhibition, % at 20 µM. hit rate 0.25% among 360,000. recombinant STEP, OMFP fluorogenic substrate. Tyrosine-protein phosphatase non-receptor type 5 (Homo sapiens), P54829;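 active = inhibition at 20 µM, scaled per plate between control wells, above about 37%, limit read from the data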;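 note: 0% = DMSO with enzyme and substrate and 100% = substrate only without enzyme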
# Target sequence (P54829 whole entry, looked up): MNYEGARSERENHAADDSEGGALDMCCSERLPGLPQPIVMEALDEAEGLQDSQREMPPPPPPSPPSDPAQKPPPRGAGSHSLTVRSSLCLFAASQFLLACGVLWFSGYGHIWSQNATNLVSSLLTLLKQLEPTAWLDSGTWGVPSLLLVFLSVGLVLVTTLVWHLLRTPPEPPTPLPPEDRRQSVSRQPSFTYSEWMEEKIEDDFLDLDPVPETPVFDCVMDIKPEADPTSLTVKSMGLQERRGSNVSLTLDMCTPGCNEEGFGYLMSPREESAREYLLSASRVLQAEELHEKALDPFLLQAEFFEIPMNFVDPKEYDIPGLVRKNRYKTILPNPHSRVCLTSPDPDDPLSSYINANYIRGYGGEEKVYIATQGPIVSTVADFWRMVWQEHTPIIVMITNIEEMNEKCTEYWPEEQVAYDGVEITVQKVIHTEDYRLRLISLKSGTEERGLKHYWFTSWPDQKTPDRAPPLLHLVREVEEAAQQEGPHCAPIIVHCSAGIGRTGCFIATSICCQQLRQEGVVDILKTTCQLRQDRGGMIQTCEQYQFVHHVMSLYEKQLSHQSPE
#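 Test system: STEP tyrosine phosphatase / Reagent: OMFP at 25 µM / Doses: 20 µM, 1% DMSO / Read-out: percent inhibition scaled to no-enzyme and uninhibited-enzyme controls, plate-pattern corrected / Detection: FITC-channel fluorescence of OMFP product / Medium: Bis-Tris buffer pH 6.0, 2.5 mM DTT, 0.005% Tween 20 / Schedule: 20 min at room temperature, dark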
# LMPTP block = LMPTP phosphatase inhibitors, primary screen, biochemical, fluorescence intensity, uHTS; hit rate 0.22% among 360,000; Low molecular weight phosphotyrosine protein phosphatase (Homo sapiens), P24666; recombinant LMPTP-A, OMFP fluorogenic substrate; inhibition, % at 20 µM;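 active = compounds that cut the enzyme signal by at least half of the control window in the single-dose screen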;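 note: plate controls were DMSO wells with enzyme plus substrate for no effect and substrate without enzyme for full effect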
# Target sequence (P24666 whole entry, looked up): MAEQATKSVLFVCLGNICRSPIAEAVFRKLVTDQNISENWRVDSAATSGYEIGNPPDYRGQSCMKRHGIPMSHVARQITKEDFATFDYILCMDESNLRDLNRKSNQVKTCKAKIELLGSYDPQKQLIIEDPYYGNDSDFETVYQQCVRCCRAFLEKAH
#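 Material: LMPTP-A; amount: 0.625 nM enzyme; doses: single 20 µM dose; times: reaction 50 min, room temperature, dark; technique: fluorescence intensity of OMFP turnover product; benchmarks: no-enzyme and uninhibited controls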
# Scp1 inh = Scp-1 phosphatase inhibitors, primary screen, biochemical, colorimetric, uHTS; Carboxy-terminal domain RNA polymerase II polypeptide A small phosphatase 1 (Homo …; Recombinant Scp1, phosphopeptide, malachite green phosphate absorbance; inhibition, % at 20 µM; hit rate 0.88% among 340,000;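 active = inhibition above about 50% at 20 µM, limit read from the data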;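 note: plate controls were DMSO wells with enzyme for no effect and wells lacking enzyme for full effect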
# Target sequence (Q9GZU7 76-261 limits assumed): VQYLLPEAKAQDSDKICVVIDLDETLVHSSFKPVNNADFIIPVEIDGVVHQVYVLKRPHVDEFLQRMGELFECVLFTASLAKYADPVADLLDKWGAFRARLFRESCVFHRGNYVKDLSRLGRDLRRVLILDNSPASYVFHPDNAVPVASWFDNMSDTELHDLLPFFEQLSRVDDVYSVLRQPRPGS
#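 System: SCP-1 catalytic domain; Reagent: Phospho 17-mer peptide substrate; Doses: one concentration, 20 µM, with 1.0% DMSO; Incubation: 45 min room-temperature reaction, 5 min colour, 30 min stabiliser; Signal: Phosphate-binding colour reagent, absorbance read at 630 nm.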
# Rpn11 inh = Rpn11 (PSMD14) deubiquitinase inhibitors, primary screen, biochemical, fluorescence polarization, uHTS; 26S proteasome non-ATPase regulatory subunit 14 (Homo sapiens), O00487; human 26S proteasome, Ub4-pepOG fluorescence polarization; 20S core pre-blocked with epoxomicin; calls only at 20 µM; hit rate 0.59% among 360,000; AID 588493, 2011;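 active = inhibition at 20 µM, scaled to each plate's controls, above about 33%, limit read from the data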
# SUMO1 PPI mod = modulators of SUMO1 protein-protein interactions, primary screen, biochemical, uHTS; Small ubiquitin-related modifier 1 (Homo sapiens), P63165; SUMO1 binding to a labelled peptide, TR-FRET, 1 h; inhibition, % at 20 µM; hit rate 0.33% among 360,000; AID 602429, 2012; in the data active = inhibition above about 37%
# Target sequence (P63165 whole entry, looked up): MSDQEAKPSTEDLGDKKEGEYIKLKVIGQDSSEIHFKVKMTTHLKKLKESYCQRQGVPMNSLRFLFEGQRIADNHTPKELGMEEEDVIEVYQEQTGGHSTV
# SKN-1 inh = suppressors of acrylamide-induced Pgst-4::GFP reporter in worms, primary screen, SKN-1 inhibitor project, whole organism, uHTS, GFP/RFP fluorescence ratio, strain VP596; hit rate 0.49% among 360,000; AID 624304, 2012; inhibition, % at 21.8 µM; C. elegans VP596 Pgst-4::GFP/RFP ratio, 24 h;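 active = interference check ratio from 0.5 to 1.5 plus GFP to RFP signal ratio inhibition reaching or exceeding a fixed threshold, cut at about 30% in these data, passing the limit was not always enough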; note: some compounds called inactive have numbers as strong as hits
# MT1-MMP act inh = blockers of MT1-MMP proenzyme processing, primary screen, HT1080 RFP-PRO-GFP cells, GFP/RFP fluorescence; GFP/RFP ratio change, % at 20 µM; GFP/RFP ratio fluorescence, overnight; percent of plate control window, DMSO zero; AID 651647, 2012; hit rate 0.061% among 360,000; Matrix metalloproteinase-14 (Homo sapiens), P50281;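 active = GFP/RFP ratio change of at least 30% with cell ATP level not reduced by more than half and red fluorescence within 50% of control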; note: strong numbers were not always called active
#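 Material: RFP-PRO-GFP reporter HT1080 cells. Dosing: single-point 20 µM compound, 1% DMSO. Controls: DMSO and RFP-L50D-GFP cell wells. Timing: cells overnight before dosing, compound overnight, 37 °C, 5% CO2. Measure: GFP/RFP fluorescence ratio.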
# DNMT1 inh = human DNMT1 methyltransferase inhibitors, primary screen, biochemical, molecular beacon, fluorescence, HinP1I cleavage, uHTS. AID 588458, 2011. inhibition (reported as % activation of signal), % at 10 µM. hit rate 0.83% among 360,000. DNA (cytosine-5)-methyltransferase 1 (Homo sapiens), P26358; in the data active = inhibition above about 50%
# CendR NRP1 mod = modulators of CendR peptide binding to NRP-1, primary screen, biochemical, fluorescence polarization, uHTS; FAM-RPARPAR peptide binding to NRP-1; inhibition, % at 25 µM; hit rate 0.85% among 360,000; Neuropilin-1 (Homo sapiens), O14786; AID 602438, 2012;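 active = inhibition or corrected inhibition above about 18%, plus a signal ratio from 0.5 to 1.5, limit read from the data, passing the limit was not always enough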; note: strong numbers were not always called active
# An asterisk follows results filed as active; i = inactive; nt = not tested or not shown.
# Every second line gives: NadD inh, STEP inh, LMPTP block, Scp1 inh, Rpn11 inh, SUMO1 PPI mod, SKN-1 inh, MT1-MMP act inh, DNMT1 inh, CendR NRP1 mod
CC1CN(C(=O)CSc2nc(N)cc(N)n2)CC(C)O1 (stereo not drawn)
  -11, 0, -0.3, -5, i, -4, -8, -3, 6, 4
O=C(Cc1cccs1)Nc1ccc(Cl)c(S(=O)(=O)N2CCOCC2)c1
  -3, -1, 0.2, -7, i, 3, 11, -7, -4, 3
CCN(CC)CCCn1c(=S)[nH]c2cc(C(=O)OC)ccc2c1=O
  -7, -3, -1.2, -6, i, 0, 6, -2, 1, 4
COc1ccc(/C=N/NS(=O)(=O)c2ccc(NC(C)=O)cc2)cc1
  0, -1, -0.5, -4, i, 1, 7, -1, -1, -3
CC(C)=CCc1c(O)cc(O)c2c1OC(c1ccc(O)cc1)CC2=O (stereo not drawn)
  -7, -2, 3.1, 1, i, 13, 14, -13, -18, 2
CN(C)Cc1c(C(=O)N/N=C/C2CC=CCC2)nnn1-c1nonc1N (stereo not drawn)
  -9, -1, 0.4, -3, i, -3, 14, 1, 2, 8
Cc1ccc(C)c(CN2CCCN(Cc3cc(C)ccc3C)S2(=O)=O)c1
  1, 4, 1.1, -9, i, 0, -6, -2, 7, 8
CC1CCN(C(=O)c2[nH]cnc2C(=O)Nc2ccccc2F)CC1
  3, 1, -0.5, nt, i, 0, 2, 2, 0, -3
Clc1ccc(-n2nnnc2-c2cnc(-c3ccccn3)nc2-c2cccs2)cc1
  17, 2, 3.1, -2, i, -12, -14, 3, -3, -3
COc1ccc(N2C(=O)CC(Sc3nc4ccccc4s3)C2=O)cc1 (stereo not drawn)
  5, -2, 1.1, -6, i, -1, 2, -2, -4, 2
O=S(=O)(c1cccs1)N1CCN(CCc2ccccc2)CC1
  -5, -3, -0.7, -3, i, -3, 1, -2, -1, -5
C/C(=N\O)c1sc(-c2ccccc2)nc1C
  -2, -4, 0.0, -1, i, -10, 9, 4, 3, 0
COc1ccc(C(C)(C)NC(=O)C2CCC(=O)N(C3CCCC3)C2)cc1OC (stereo not drawn)
  4, -2, -0.2, -4, i, 0, 5, 1, 0, 1
CCN(CC)S(=O)(=O)c1cc(C)c(C)cc1Br
  4, -1, 0.3, 0, i, -2, -10, -4, 2, 11
Cc1cccc(CSCc2nnc(N)s2)c1
  -1, -1, -0.6, -10, i, 2, 6, 1, 1, -3
C#CCOCCOCCOCCNc1nc(N2CCN(C(=O)Cn3cc(CCO)nn3)CC2)nc(N2CCN(C(=O)Cn3cc(CCO)nn3)CC2)n1
  4, -2, -2.0, 0, i, -1, 14, 4, 0, 2
COC(=O)c1ccccc1NC(=O)CN(c1cc(OC)ccc1OC)S(C)(=O)=O
  1, 0, 0.3, -6, i, 2, 2, 4, 2, -2
O=C(CSc1ncn(-c2ccccc2)n1)Nc1nc2c(s1)CCCC2
  -1, 7, 3.7, 79*, i, 11, -6, 1, 36, -23
COc1ccc(-n2ncc3c2CC(C)(C)CC3NC(=O)CN2CCOC2=O)cc1 (stereo not drawn)
  4, -2, 2.2, 6, i, 1, 0, 2, 0, 5
CN(C)c1ccc(/C=C/c2ccncc2)cc1
  1, -2, -0.1, 0, i, -14, 51, -30, -1, -22
COCCNC(=O)c1ccc2c(Cl)c3c(nc2c1)CCC3
  -1, -3, -1.9, -12, i, -7, 10, 0, -3, 0
Cc1cc(C(=O)CCl)c(C)n1CC1COc2ccccc2O1 (stereo not drawn)
  -7, 0, 0.7, -8, i, -1, 3, -8, 10, -22
O=C1NC[C@H](Cc2ccccc2)N(C[C@@H]2CCCN2C[C@H](Cc2ccccc2)N2C[C@H](Cc3ccc(O)cc3)N(CCc3ccccc3)C(=O)C2=O)C1=O
  44*, nt, 24, nt, nt, 7, 0, 2, nt, -9
CCN1C(=O)N[C@@H](c2ccc(Br)cc2)C(C(C)=O)=C1C
  -4, 0, -1.3, -9, i, 0, 14, 0, 3, 12
Cc1cc([N+](=O)[O-])nn1CC(=O)Nc1cccc2nonc12
  -6, -1, 0.3, -1, i, -3, 3, -7, -4, -14
CC(C)(CNC(=O)C1CCCC1)CNC(=O)C1CCCC1
  -1, 2, -1.1, 1, i, 2, -19, -4, 2, -2
Cc1ccc(C(=O)CCC(=O)OCC(=O)Nc2c(C)nn(-c3ccccc3)c2C)cc1
  1, 0, 0.3, -3, i, 5, 5, 1, 0, 0
COc1ccc(Cl)cc1N(CC(=O)N1CCN(Cc2ccccc2)CC1)S(C)(=O)=O
  -4, 4, -2.0, -1, i, -1, -11, 2, -1, -7
CN(C)Cc1cc(C(C)(C)C)cc(N2CCOCC2)c1O
  3, -1, -0.6, -15, i, 4, 6, 1, 2, 5
CCOc1ccccc1OCCCNCc1ccccc1
  -5, 0, -1.8, -10, i, 5, 16, -2, 2, -1
CC(C)(C)NC(=O)/C(=C\C=C\c1ccccc1)NC(=O)c1ccc([N+](=O)[O-])cc1
  2, -2, -3.2, -1, i, -23, 10, 1, 0, 5
CCOn1c(=O)c(-c2ccc(Cl)cc2)[n+]([O-])c2ccccc21
  -2, 0, -0.5, -9, i, -22, -8, 2, 1, -2
COc1ccc(S(=O)(=O)N2CCC(C(=O)NCc3cccc(OC)c3)CC2)cc1
  -3, -1, -0.2, -12, i, 1, -17, 1, -3, 6
COCc1nnc(NC(=O)c2ccc(S(=O)(=O)N(CC(C)C)CC(C)C)cc2)o1
  14, 2, 0.3, -9, i, 3, -1, 0, 7, 2
Cc1onc(-c2ccccc2)c1C(=O)N1CCN(C(=O)c2ccco2)CC1
  2, -2, -1.0, -3, i, -2, 7, -2, 0, 14
Cc1ccc(CN2CCC(CNS(=O)(=O)c3ccc(-c4ccc(=O)[nH]n4)s3)CC2)cc1
  1, -1, 0.5, -1, i, -34, 8, 6, -1, -2
CCOC(=O)c1c(NC(=O)C2=C(C)NC(=S)NC2c2ccccc2C(F)(F)F)sc(C)c1C (stereo not drawn)
  23, 2, 2.1, -7, i, -1, -3, -21, -5, -10
COC(=O)CCCC1=CC2=C(c3ccccc3)C(=O)C(C)(OC(=O)C3CCCC3)C(=O)C2=CN1CCc1ccccn1 (stereo not drawn)
  -2, -1, -1.4, -2, i, -16, 12, -1, -4, 3
Cn1ccc(C(=O)Nc2ccc(Br)cc2Br)n1
  -5, 6, 0.4, -3, i, 0, 18, 0, -4, 1
Nc1c(C(=O)CSc2nnc(N3CCOCC3)n2-c2cccc(F)c2)c(=O)[nH]c(=O)n1C1CC1
  3, 0, -1.2, -8, i, 5, 2, 4, 1, 5
COc1ccc(S(=O)(=O)N2CCC[C@H]2C(=O)N2CCC[C@H]2C(=O)N(C)Cc2ccccc2)cc1C
  4, nt, 1.2, nt, nt, 2, -7, 1, nt, -5
Cc1ccc(N/N=C(/Sc2nnnn2-c2ccccc2)C(=O)c2ccccc2)cc1
  5, 3, 2.2, -14, i, 11, -10, 3, -1, -9
O=c1[nH]n2c(=O)c3c([nH]c2c1N=Nc1cccc(Cl)c1)CCCC3
  25, 4, 5.0, 95*, i, 5, -6, 24, 0, 0
CN(C)S(=O)(=O)c1cc(NC(=O)Cn2ccsc2=N)ccc1Cl
  -9, 2, -0.2, -9, i, 2, -5, -2, -2, 6
O=C(CN1C(=O)NC2(CCOc3ccccc32)C1=O)Nc1ccc(Br)cc1F (stereo not drawn)
  -5, -3, 0.1, -19, i, 2, 6, 1, -3, 10
CCCc1c(C(=O)N/N=C/c2ccc(-c3ccccc3)cc2)nnn1-c1nonc1N
  6, 1, 0.3, nt, i, 15, 3, 5, 38, -3
Cc1cc(OC(=O)c2ccc3ccccc3c2)c([N+](=O)[O-])c(=O)[nH]1
  -5, -1, -2.2, -10, i, 0, 9, -3, -1, -2
O=C(Nc1nccs1)c1ccc2nccnc2c1
  9, 2, -0.2, 52*, i, 18, -12, -73, 15, -19
CC(=O)c1cccc(-c2ccnc3c2CC(C(=O)NCCc2ccccc2)O3)c1 (stereo not drawn)
  -3, -3, -1.5, nt, i, 4, 11, 2, 6, -9
O=C(COC(=O)C1=COCCO1)Nc1ccc(Cl)cn1
  4, -2, -0.7, -8, i, -3, 3, -4, 0, 2
COc1ccc(Cn2cccc(NC(=O)Nc3ccc(F)cc3)c2=O)cc1
  -12, -2, 0.8, -5, i, -1, 1, -5, -9, 1
O=C(C1CC1)N1CCc2[nH]c3ccccc3c2C1
  3, 2, 0.2, -8, i, 0, 6, -10, -16, 8
COc1ccc(C(=O)/C=C/c2ccc(O)cc2)c(O)c1C/C=C(\C)CCC=C(C)C
  -5, -2, 2.8, -7, i, 2, 0, -1, -27, 2
Cc1cc(-n2c(=O)c(C#N)cc3c(=O)n4ccccc4nc32)no1
  1, -2, 0.5, 11, i, -5, 24, -8, 4, -3
C=CCn1c(SCC(=O)Nc2ccc(F)cc2)nnc1-c1cnccn1
  -2, -2, -1.7, 10, i, -1, 3, 1, -1, -6
COc1ccc(/C=N/Nc2ncnc3c2[nH]c2ccc(C)cc23)c(OC)c1OC
  -5, 6, 12, 2, i, 7, 2, 7, 25, -19
COc1ccccc1N(C)S(=O)(=O)c1ccc(C(=O)Nc2ccc(N3CCOCC3)cc2)cc1
  1, 0, -1.0, 0, i, 5, -12, -2, -3, -4
CCOC(=O)c1ccc(NC(=S)NCCCN2CCOCC2)cc1
  -5, 2, -4.8, -3, i, 1, -1, 3, -1, 0

# Compound profiles (already shown). Screens in order: NadD inh | STEP inh | LMPTP block | Scp1 inh | Rpn11 inh | SUMO1 PPI mod | SKN-1 inh | MT1-MMP act inh | DNMT1 inh | CendR NRP1 mod
# COc1ccc(C(=O)/C=C/c2ccc(O)cc2)c(O)c1C/C=C(\C)CCC=C(C)C as listed: -5 | -2 | 2.8 | -7 | i | 2 | 0 | -1 | -27 | 2
# O=C(CN1C(=O)NC2(CCOc3ccccc32)C1=O)Nc1ccc(Br)cc1F (stereo not drawn) as listed: -5 | -3 | 0.1 | -19 | i | 2 | 6 | 1 | -3 | 10
